USP2a inh = qHTS Assay for Inhibitors of Ubiquitin-specific Protease USP2a Using CHOP2 as the Reporter | USP2 core, Ub-CHOP2 coupled fluorogenic reporter, 485/531 | Potency, µM (titrated, usually from 38.3 µM), for inactives: top-dose activity change, negative = inhibition, hits mostly inhibitors | 330,000 tested, 0.01% active | AID 463254, 2010;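 note: potency is the fitted concentration of half-maximal effect; plate controls were DMSO wells for no effect and full inhibition by NEM control for full effect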
Target sequence (O75604 whole entry, looked up): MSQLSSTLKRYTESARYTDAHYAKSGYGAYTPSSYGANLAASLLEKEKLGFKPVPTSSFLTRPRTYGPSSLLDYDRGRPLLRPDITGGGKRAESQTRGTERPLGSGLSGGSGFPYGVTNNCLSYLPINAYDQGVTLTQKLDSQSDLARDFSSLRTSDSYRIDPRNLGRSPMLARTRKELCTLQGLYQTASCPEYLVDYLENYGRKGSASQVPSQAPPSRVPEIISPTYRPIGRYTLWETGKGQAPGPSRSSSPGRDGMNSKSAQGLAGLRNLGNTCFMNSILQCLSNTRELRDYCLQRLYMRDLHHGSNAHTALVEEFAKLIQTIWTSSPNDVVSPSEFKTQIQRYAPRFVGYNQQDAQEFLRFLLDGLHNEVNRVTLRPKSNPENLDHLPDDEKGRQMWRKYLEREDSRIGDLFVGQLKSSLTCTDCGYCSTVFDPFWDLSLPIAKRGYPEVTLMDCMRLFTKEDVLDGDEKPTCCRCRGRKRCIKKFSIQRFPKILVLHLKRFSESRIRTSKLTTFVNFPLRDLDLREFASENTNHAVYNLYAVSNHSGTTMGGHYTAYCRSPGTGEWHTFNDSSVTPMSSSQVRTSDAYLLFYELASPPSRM
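Deubiquitinase activity read as fluorescence (485/531 nm) after Ub-CHOP2 cleavage activates the enterokinase reporter on its substrate; USP2 core 10nM, Ub-CHOP2 and substrate 25nM each, 30min compound preincubation then 60min RT; data normalized to NEM, curves fitted.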
GALK inhibitor = qHTS Assay for Inhibitors of Human Galactokinase (GALK). Purified GALK, Kinase-Glo residual ATP luminescence. Potency, µM (titrated, usually from 57.5 µM), for the others: at the highest dose activity change, negative = inhibition, usual class: inhibitors. AID 1868, 2009. P51570. 270,000 tested, 0.007% active; note: potency is the fitted concentration of half-maximal effect; % is set by controls: 0 for no effect and ±100 for the full control effect
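Galactose (100 uM) and ATP (35 uM) were turned over by 5 nM GALK for 1 h at RT. Kinase-Glo Plus then converted the remaining ATP into a luminescent signal.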
TRPV1 ag = HTS Assay for Compounds that Act as Agonists of the Vanilloid Receptor 1; activation, % at 8.33 µM; 320,000 tested, 0.19% active; TRPV1-expressing cells, Fluo-8 calcium influx, agonist mode; Transient receptor potential cation channel subfamily V member 1 (Homo sapiens), Q8NER1; in the data active = activation above about 80%; inconclusive = between about 30% and that limit; note: 0% is about no effect
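Cells expressing TRPV1 were dye-loaded with Fluo-8 and read kinetically: 10 s baseline, 3 min after compound (agonist portion), then 2 min after EC20 capsaicin (allosteric enhancer portion). Calcium-bound dye fluorescence at 480/520 nm.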
MLL CXXC-DNA inh = qHTS Fluorescence Polarization Assay for Inhibitors of MLL CXXC domain - DNA interaction; Histone-lysine N-methyltransferase 2A (Homo sapiens), Q03164; MLL-CXXC / FITC-HOXA9 DNA fluorescence polarization; Potency, µM (doses to about 115 µM), for the others: top-dose activity change, negative = inhibition, hits mostly inhibitors; 290,000 tested, 0.037% active; AID 2662, 2010; active = well fitted inhibition curve with a large enough effect in the polarisation, with a control signal flat, not every such curve was filed as active; inconclusive = small, poorly fitted or top-dose-only effect, or effect the other way, or a change in a side signal; inactive = no such curve, though single readings can be large or run the other way; the % refers to the polarisation; note: potency is the fitted concentration of half-maximal effect
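Purified MLL-CXXC (added from a 7 uM solution) was preincubated 5 min at ambient with pinned compounds in 50 mM Tris-HCl pH 7.5, 50 mM NaCl, 1 mM DTT, 0.05% BSA. Fluorescein-labeled HOX-A9 DNA (50 nM solution) followed, 30 min, then polarization read.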
Menin MLL FP TR = qHTS Assay for Inhibitors Targeting the Menin-MLL Interaction in MLL Related Leukemias: Competition With Texas Red Labeled MLL-derived Mutant Peptide; O00255; Menin + Texas Red MLL mutant peptide, fluorescence polarization; Potency, µM (top dose mostly 61.6 µM), for the others: at the highest dose FP activity change, negative = inhibition, actives largely listed as inhibitors; 270,000 tested, 0.23% active; AID 1768, 2009; active = well fitted inhibition curve with a large enough effect in the polarisation, with a control signal flat, not every such curve was filed as active; inconclusive = small, poorly fitted or top-dose-only effect, or effect the other way, or a change in a side signal; inactive = no such curve, though single readings can be large or run the other way; the % refers to the polarisation; note: potency is the fitted concentration of half-maximal effect; % of control where 0% means no effect; many of its hits are not listed in these tables
B2AR arrestin = qHTS assay of beta-arrestin-biased ligands of beta2-adrenergic receptor; Beta-2 adrenergic receptor (Homo sapiens), P07550; Potency, µM (doses to about 46.1 µM), for the others: at the top dose activation, actives largely listed as activators; beta-arrestin recruitment to beta2AR, cell-based reporter; 330,000 tested, 0.02% active;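 note: potency is the fitted concentration of half-maximal effect; 0% = DMSO controls and full agonism = EC100 isoproterenol or metaproterenol; nearly all actives have a fitted effect of over 65% in size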
Target sequence (P07550 whole entry, looked up): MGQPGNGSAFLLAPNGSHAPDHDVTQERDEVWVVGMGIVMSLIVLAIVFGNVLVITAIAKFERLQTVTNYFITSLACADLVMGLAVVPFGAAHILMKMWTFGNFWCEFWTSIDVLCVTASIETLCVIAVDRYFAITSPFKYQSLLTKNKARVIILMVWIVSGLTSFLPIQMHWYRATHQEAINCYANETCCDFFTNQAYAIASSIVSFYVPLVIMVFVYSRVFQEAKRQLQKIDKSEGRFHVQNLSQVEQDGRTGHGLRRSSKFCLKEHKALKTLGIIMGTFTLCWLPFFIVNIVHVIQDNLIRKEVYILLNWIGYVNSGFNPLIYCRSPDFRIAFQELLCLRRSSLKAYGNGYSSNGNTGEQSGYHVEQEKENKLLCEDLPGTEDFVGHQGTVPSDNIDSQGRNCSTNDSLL
PKM2 activator = qHTS Assay for Activators of Human Muscle isoform 2 Pyruvate Kinase. purified PKM2, Kinase-Glo ATP luminescence, activation; response scale: 0% is enzyme alone, no compound. Potency, µM (series often up to 57.5 µM), for the others: top-dose activation, hits mostly activators. 260,000 tested, 0.34% active. AID 1631, 2009; note: potency is the fitted concentration of half-maximal effect; % is set by controls: 0 for no effect and ±100 for the full control effect; nearly all actives have a fitted effect of over 55% in size
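hPK-M2, >95% pure; 0.1 mM ADP / 0.5 mM PEP final; imidazole pH7.2 buffer w/ 7 mM MgCl2, 50 mM KCl; 1 h RT; Kinase-Glo lum. Intermediate enzyme activity for dual inhibitor/activator qHTS.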
KCNH2 3.1 inh = qHTS for Inhibitors of KCHN2 3.1: Mutant qHTS; Potassium voltage-gated channel subfamily H member 2, brain isoform KCNH2 3.1 (human); U2OS KCNH2 3.1, thallium flux FluxOr; hits give low values; activity change, % (tested at about 1.8 µM); 340,000 tested, 0.95% active; AID 720553, 2013;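 active = maximum activity change below -70%; inconclusive = maximum activity change from -70% to -50%; inactive = maximum activity change above -50%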;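 note: thallium influx rate constant from kinetic fluorescence after stimulation buffer; % is set by controls: 0 for no effect and ±100 for the full control effect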
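We transduce U2OS cells with the mutant 3.1 virus, culture them overnight, load FluxOr with Red40 quencher for 45 min, then add stimulation buffer and read kinetically for 2 min to derive a normalized rate constant.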
FBPA coupling cs = qHTS Assay for Inhibitors of Fructose-1,6-bisphosphate Aldolase from Giardia Lamblia: Coupling assay counterscreen. coupling enzyme system counterscreen, AmpLite Red fluorescence. activity change, negative = inhibition, % at 58.2 µM, hits read low. AID 2472, 2010. 290,000 tested, 0.67% active; in the data active = activity change below about -30%; note: % is set by controls: 0 for no effect and ±100 for the full control effect
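Counterscreen lacking aldolase: glyceraldehyde-3-phosphate coupling-enzyme reagent preincubated 10 min at RT with compound (at 57.5 uM final), then substrate/coupling system with AmpLite Red added; fluorescence read at 525/598 nm after 20 min RT.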
hERG WT inh = qHTS for Inhibitors of KCHN2 3.1: Wildtype qHTS; 340,000 tested, 0.37% active; activity change, % at 1.84 µM; AID 720551, 2013; U2OS, BacMam KCNH2, thallium flux FluxOr; hits give low values;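 active = maximum activity change below -70%; inconclusive = maximum activity change between -70% and -50%; inactive = maximum activity change above -50%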; note: % is set by controls: 0 for no effect and ±100 for the full control effect
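U2OS cells were transduced with wild-type KCNH2 virus (2.03 x 10^8 / mL) for 4 h at room temperature, then cultured overnight at 37 C. Thallium flux was read with FluxOr dye. Rate constants were normalized to DMSO controls.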
Giardia kill = Small Molecules that selectively kill Giardia lamblia: qHTS; Giardia lamblia trophozoite viability; activity change, % at 7.66 µM, hits read low; 340,000 tested, 0.15% active; AID 540267, 2011; in the data active = activity change below about -80%; inconclusive = between about -30% and that limit;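 note: parasites exposed to compound for two days anaerobically before the ATP read; % is set by controls: 0 for no effect and ±100 for the full control effect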
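Trophozoite viability was measured as ATP-dependent luminescence, read 15-30 min after reagent addition. Before that, parasites at 100 cells/well were exposed to compounds for 48 h, anaerobically, at 37 deg C.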
Numbers without * were called inactive; ? = inconclusive; . = no result given; [ ] = dose if it differs, or a comment. Unless noted, calls come from the whole dose curve; as a rule, active = well fitted curve in the direction sought with a large enough effect; inconclusive = small, poorly fitted or top-dose-only effect, or another doubt; inactive = no such curve, though single readings can be large; an effect the other way counts as inactive or inconclusive. An excerpt, so the mix of outcomes need not match the whole.

SMILES	USP2a inh	GALK inhibitor	TRPV1 ag	MLL CXXC-DNA inh	Menin MLL FP TR	B2AR arrestin	PKM2 activator	KCNH2 3.1 inh	FBPA coupling cs	hERG WT inh	Giardia kill
O=C(CSc1cccc(C(F)(F)F)c1)N1CCN(S(=O)(=O)c2ccccc2)CC1	-1%	-1%	?	2%	5%	-0.1%	22%	-4	0	-5	9
CC(C)(C)c1ccc(OCC(=O)NC2CCS(=O)(=O)C2)cc1 (stereo not given)	2%	-1%	?	-6%	13%	-0.2%	1%	1	2	-1	4
COc1ccc(NC(C)=O)cc1NC(=O)CSc1nnc(-c2cccnc2)n1C	3%	0%	3	-2%	7%	-0.3%	-2%	8	3	-1	-4
O=S(=O)(c1cccc2cccnc12)N1CCN(c2ccccn2)CC1	-3%	0%	2	2%	-5%	0.3%	-3%	-7	4	-3	-15
COc1ccccc1CC1(C)NC(=O)N(CC(=O)Nc2cc(C)on2)C1=O (stereo not given)	2%	0%	-1	3%	0%	-0.4%	-6%	-1	-2	1	16
O=C(Nc1c(C(=O)N2CCC(N3CCCCC3)CC2)oc2ccccc12)c1ccc(F)cc1	2%	-4%	4	10%	.	0.6%	.	?	.	-5	8
COc1ccc(CCNC(=O)Cn2c(=O)c3cccn3c3cccnc32)c(OC)c1OC	-1%	-3%	0	14%	.	0.2%	.	-29	.	-8	-1
CCOc1ccc(Nc2nc(C)cc(C)c2C#N)cc1	0%	-3%	11	-1%	-14%	-0.1%	-13%	-8	1	-1	-14
Cc1ccccc1NC(=O)C(=O)N/N=C/c1cccc(Br)c1	4%	.	?	6%	-8%	0.0%	3%	15	1	-7	24
Cc1cc(Sc2ncnc(N)c2[N+](=O)[O-])ncn1	-1%	1%	1	?	6%	-0.5%	8%	-23	5	0	-14
O=C(c1ccccc1)c1ccc2nc(Nc3ccccc3)c3nncn3c2c1	-1%	-2%	6	-2%	.	-0.1%	2%	-1	1	-3	0
COc1ccccc1CNC(=O)COC(=O)c1ccc(N2CCCC2=O)cc1	3%	.	-1	.	.	0.2%	.	-14	.	-8	3
CCOc1c2ccc(C(=O)NCCc3ccc(C)cc3)cc2nn1CC	-1%	-1%	1	?	-20%	0.0%	-5%	3	4	-14	-13
Cc1ccc2nc(-c3ccncc3)cc(C(=O)NCCc3ccc(F)cc3)c2c1	-1%	0%	5	-3%	-15%	0.1%	1%	-28	-2	-16	4
O=C(C1CCCN(S(=O)(=O)c2ccc(F)cc2)C1)N1CCCCC1 (stereo not given)	4%	-5%	21	-11%	.	-0.2%	.	1	.	0	-14
Cc1ccc(C(=O)NCC(=O)NCC(c2cccs2)N2CCOCC2)cc1C (stereo not given)	0%	.	-2	.	.	-0.2%	.	8	.	-10	4
COc1ccccc1C1N=C(c2ccccc2C)NO1 (stereo not given)	3%	-2%	0	12%	0%	0.5%	-1%	-10	-1	2	2
CC1(OC(=O)C2CCCC2)C(=O)C=C2C=C(c3ccsc3)N(CCN3CCOCC3)C=C2C1=O (stereo not given)	-4%	-1%	2	10%	0%[11.7 µM]	-0.4%	-5%[11.5 µM]	.	-44*	.	.
S=C(Nc1ccc(Nc2ccccc2)cc1)N1CCN(c2ncccn2)CC1	-1%	0%	1	-3%	?	-0.1%	-3%	-7	0	-5	-2
COC(=O)c1ccc(CN2C(=O)NC3(CCC(C)CC3)C2=O)o1 (stereo not given)	-2%	5%	16	-10%	2%	0.2%	1%	-3	5	-8	-10
Cc1cccc[n+]1CC(=O)Nc1cccc([N+](=O)[O-])c1	1%	5%	0	7%	-1%	-1.1%	1%	16	1	4	5
Cc1nnc(NCCc2ccccc2)[nH]c1=O	1%	2%	-1	0%	9%	-1.0%	-5%	-12	0	-9	-17
CCOc1ccc(C2=C(C=Nc3c(C)n(C)n(-c4ccccc4)c3=O)C(c3ccc(F)cc3)c3ccccc3O2)cc1 (stereo not given)	1%	3%	2	16%	10%	-0.2%	0%	2	0	1	4
COc1ccc(Cl)cc1NS(=O)(=O)c1cccc(C(=O)NCC(C)(C)N2CCOCC2)c1	3%	.	2	.	.	-0.3%	.	-2	.	-6	-6
COc1ccc(-c2cc(=O)oc3cc(OC(C)C(=O)NCCCn4ccnc4)ccc23)cc1 (stereo not given)	0%	.	0	-3%	3%	-0.6%	2%	-4	3	1	13
COc1ccc(C(=O)O)cc1F	3%	-1%	2	1%	0%	4.5%	-4%	26	-4	1	11
CC1CCN(S(=O)(=O)c2ccc3[nH]c(=O)[nH]c3c2)CC1	1%	-4%	1	2%	.	0.1%	.	6	2	21	-4
CCN(CC)c1ccc(NC(=O)OC)cc1	-4%	-1%	10	10%	-8%	-0.1%	1%	5	-8	-2	2
CC(C(=O)Nc1ccc(C#N)cc1)N(C)CC(=O)Nc1cccc(F)c1 (stereo not given)	0%	-1%	5	3%	1%	0.2%	2%	17	0	-3	75[activator]
C[C@H]1CN=C(Nc2ccccc2)N1CC1CCCCCC1	1%	.	1	-2%	-13%	-1.1%	-2%	24	-1	-5	-14
Cc1nn(Cc2ccccc2)c(C)c1C(=O)OCC(=O)c1cc(C)n(CC(F)(F)F)c1C	-1%	0%	3	1%	-2%	0.4%	11%	0	-2	1	-9
Cc1cccc(NC(=O)CCCN2C(=O)C3CC=CCC3C2=O)c1 (stereo not given)	0%	3%	1	-1%	8%	0.3%	1%	16	1	-6	19
Cc1cc(C(=O)NCc2ccc(Cl)cc2)n(-c2ccccc2)n1	0%	-3%	-2	1%	.	-0.7%	0%	0	-1	2	10
COc1ccc(C)cc1S(=O)(=O)Nc1cccc(Cl)c1Cl	-1%	-4%	0	-8%	-5%	0.2%	1%	-4	0	-4	-19
Cc1ccc(C(=O)C2=C(O)C(=O)N(c3ncccn3)C2c2ccc(Cl)cc2)o1 (stereo not given)	-1%	-4%	-2	-4%	-4%	0.2%	-5%	1	4	0	14
CCCCNc1cc(F)nc(N)n1	4%	1%	2	-4%	2%	-0.2%	0%	13	-5	3	6
CCc1cc(C(=O)Nc2ncccc2O)sc1C	1%	-1%	15	6%	-4%	-0.1%	-21%	-34	-3	-34	-29
CC1CCN(c2ccc(N3C(=O)C4CCCCC4C3=O)cc2[N+](=O)[O-])CC1 (stereo not given)	0%	0%	1	-8%	-4%	0.3%	-7%	4	-1	0	-5
Cc1nc2ccc(Nc3ccncc3)cc2s1	3%	4%	0	?	?	-0.4%	-3%	13	2	-26	3
NC(=O)C1CCN(c2oc(-c3cccs3)nc2S(=O)(=O)c2ccc(Br)cc2)CC1	2%	.	.	.	.	-1.0%	.	-1	.	11	16
CC(=O)N(c1ccc(N(C(C)=O)S(=O)(=O)c2ccccc2)cc1)S(=O)(=O)c1ccccc1	0%	-1%	3	31%[activator]	26%	-0.1%	15%	-1	0	13	25
Cc1cc(C(=O)COC(=O)CNC(=O)c2ccc(F)cc2)c(C)n1Cc1ccco1	-1%	-2%	15	-8%	-2%	-0.3%	11%	16	0	24	5
O=c1[nH]n(-c2ccc(F)cc2)c2ncccc12	0%	-2%	.	-3%	.	-0.4%	-13%	16	3	8	15
Cc1ccc(S(=O)(=O)N2CCOCC2)cc1NC(=O)c1cc([N+](=O)[O-])ccc1N1CCOCC1	-1%	.	-4	.	.	0.1%	.	1	.	7	-7
CCN=C(Nc1ccc2c(c1)OCO2)SC1CC(=O)N(c2ccccc2F)C1=O (stereo not given)	3%	-2%	21	-3%	1%	0.5%	-2%	2	-6	-3	-15
CCCc1n[nH]c(=O)c2c1nnn2Cc1ccccc1F	1%	1%	-1	12%	-2%	-1.0%	.	15	-1	-6	-7
Cc1ccccc1C1C(C#N)=C2N=C(N)c3c(sc4c3CCCCC4)N2C2=C1C(=O)CC(C)(C)C2 (stereo not given)	1%	.	0	4%	-23%	-1.3%	6%	2	1	-14	-5

Screens from PubChem BioAssay.
